# Screens as filed in PubChem BioAssay.
# proKLK7 act: activators of human kallikrein-7 zymogen. AID 652039. purified proKLK7, EDANS-DABCYL substrate fluorescence; 100% is mature enzyme control, 0% vehicle. activation, % at 7 µM. actives 0.9% (n = 370,000). P49862;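 active = activation above the mean of all tested compounds plus 3 SD, computed per campaign excluding outliers beyond control limits, cut at about 13% in these data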
# GC-B act: GC-B (human) receptor activation; actives 0.11% (n = 370,000); HEK293-GC-B cells, CNP EC30, cGMP TR-FRET; 0% at EC30 CNP, 100% saturating CNP; activation, % at 10 µM; AID 1920062; P20594;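 active = activation at 10 µM reaching about 35% in either raw or pattern-adjusted values, limit read from the data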
# HGIII-sPLA2 inh: Inhibits HGIII-sPLA2 liposome hydrolysis, primary screen | AID 743126 | actives 0.56% (n = 370,000) | Q9NZ20 | QFRET BODIPY PC-A2 liposome hydrolysis, fluorescence | inhibition, % at 12.2 µM;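 active = inhibition above mean plus 3 SD of compounds lying within the high and low control bounds, cut at about 19% in these data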;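 note: 0% = median of test compound wells and 100% = no enzyme DMSO wells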
# ARFGAP1 inh: rat ARFGAP1 inhibition; Arfgap1-stimulated ARF1 GTP hydrolysis, GDP FP detection; inhibition, % at 16.5 µM; actives 0.26% (n = 360,000);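 active = inhibition above a per-plate limit, mean inhibition of low control wells plus 3 SD, cut at about 25% in these data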;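 note: 0% = DMSO wells with enzyme and 100% = wells lacking Arfgap1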
# Target sequence (Q62848 1-136 limits assumed): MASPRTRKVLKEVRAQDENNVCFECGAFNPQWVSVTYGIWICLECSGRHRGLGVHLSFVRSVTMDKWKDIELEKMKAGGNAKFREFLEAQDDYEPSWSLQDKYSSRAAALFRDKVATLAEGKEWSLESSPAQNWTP
#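 Assay system: Rat Arfgap1 GAP domain (His6, aa 1-136), purified enzyme | Buffer or medium: HEPES 25 mM pH 7.5, NaCl 150 mM, MgCl2, DTT | Schedule: GTP hydrolysis reaction 2 h at 25 °C | Signal: FP of antibody-bound GDP Alexa 633 tracer, ex 620/em 688 nm | Measure: Percent inhibition of Arfgap1-stimulated GTP hydrolysis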
# ADAM10 inh: ADAM10 inhibition, QFRET primary screen; O14672; inhibition, % at 7 µM; actives 0.62% (n = 370,000); recombinant ADAM10, EDANS/DABCYL FRET peptide cleavage, 3 h;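 active = inhibition above a per-campaign cutoff equal to the mean of compounds falling between control-based bounds plus 3 SD, cut at about 20% in these data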;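 note: 0% = DMSO wells while the 100% control is not disclosed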
# Target sequence (O14672 214-748 limits assumed): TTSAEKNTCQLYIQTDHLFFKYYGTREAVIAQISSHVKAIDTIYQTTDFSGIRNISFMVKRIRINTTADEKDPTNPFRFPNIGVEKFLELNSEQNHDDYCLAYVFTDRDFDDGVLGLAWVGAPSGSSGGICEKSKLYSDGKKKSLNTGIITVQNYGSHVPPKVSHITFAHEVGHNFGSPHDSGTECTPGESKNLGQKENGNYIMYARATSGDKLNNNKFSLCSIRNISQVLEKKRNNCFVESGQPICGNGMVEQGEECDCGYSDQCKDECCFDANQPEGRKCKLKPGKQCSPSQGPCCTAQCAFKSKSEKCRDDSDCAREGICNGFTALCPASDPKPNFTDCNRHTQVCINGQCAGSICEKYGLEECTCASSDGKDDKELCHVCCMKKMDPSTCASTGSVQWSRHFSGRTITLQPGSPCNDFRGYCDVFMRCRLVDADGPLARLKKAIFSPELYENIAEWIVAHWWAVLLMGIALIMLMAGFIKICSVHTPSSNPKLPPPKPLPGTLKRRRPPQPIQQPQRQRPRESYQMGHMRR
# ASAP1 inh: inhibitors of human ASAP1 ArfGAP activity. Q9ULH1. ASAP1-stimulated ARF1 GTP hydrolysis, GDP FP detection. inhibition, % at 16.5 µM. actives 0.19% (n = 360,000); in the data active = inhibition above about 25%;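 note: 0% = vehicle with enzyme and substrate and 100% = no enzyme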
# Target sequence (Q9ULH1 325-724 limits assumed): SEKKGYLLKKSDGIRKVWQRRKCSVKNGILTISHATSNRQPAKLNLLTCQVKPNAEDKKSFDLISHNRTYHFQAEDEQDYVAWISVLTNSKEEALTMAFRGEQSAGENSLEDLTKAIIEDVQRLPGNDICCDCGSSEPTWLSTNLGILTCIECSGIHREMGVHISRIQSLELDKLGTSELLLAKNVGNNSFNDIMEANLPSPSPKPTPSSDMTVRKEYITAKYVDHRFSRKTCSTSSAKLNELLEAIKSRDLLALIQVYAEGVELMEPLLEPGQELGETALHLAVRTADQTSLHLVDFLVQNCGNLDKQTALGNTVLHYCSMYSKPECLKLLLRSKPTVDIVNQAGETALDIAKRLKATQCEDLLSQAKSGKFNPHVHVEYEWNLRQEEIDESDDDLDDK
# GC-A act: GC-A (human) enzyme activation; HEK293 GC-A cells, cGMP TR-FRET, EC30 ANP; 0% at EC30 ANP, 100% saturating ANP; activation, % at 10 µM; actives 0.14% (n = 370,000); in the data active = activation above about 40%
# GAA850 FXN act: frataxin GAA850 promoter activation; activation, % at 6 µM; AID 540364; HEK293 lucGAA850 FXN promoter luciferase reporter, 24 h; percent of 10 µM SAHA response; actives 0.56% (n = 360,000);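 active = activation above the average of all compounds screened plus 3 SD, cutoff fixed separately per campaign, cut at about 7.5% in these data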;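 note: 0% = DMSO wells and 100% = 10 µM SAHA wells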
# DDE Tn6 FP inh: disrupts Tn6 cyclic peptide binding to fibrin D-Dimer-E complex. P02675. Fibrin DD(E) TRITC-Tn6 fluorescence polarization displacement. inhibition, % at 8.3 µM. actives 0.21% (n = 370,000). AID 720509;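 active = inhibition above a per-campaign cutoff: mean of compounds within control limits plus 3 SD, cut at about 15% in these data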;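 note: 0% = median of all compound wells on the plate and 100% = blocking peptide control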
# rCAG binder: molecules binding r(CAG) RNA repeats | inhibition, % at 3 µM | actives 1.3% (n = 370,000) | r(CAG) RNA repeat, TO-PRO-1 dye displacement fluorescence;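 active = inhibition above the plate cutoff, the mean of all test compounds on that plate plus 3 SD, cut at about 35% in these data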;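 note: 0% = DMSO alone and 100% = 100 µM mitoxantrone as full dye displacement; higher means more dye released from RNA so lower well fluorescence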
# The depositor's hits bear a star; nt = no result given.
SMILES,proKLK7 act,GC-B act,HGIII-sPLA2 inh,ARFGAP1 inh,ADAM10 inh,ASAP1 inh,GC-A act,GAA850 FXN act,DDE Tn6 FP inh,rCAG binder
O=C(NC1CCCc2ccccc21)N[C@@H](Cc1ccccc1)C(=O)O (stereo not given in full),0.4,5,-1,-6,15,8,6,0.0,3,2
Cc1nn(-c2ccccc2)c(C)c1C(=O)OC(C)C(=O)NC1CCCCC1C (stereo not given),0.4,6,11,13,-15,7,2,-1.1,5,-2
CC1C/C(=N\NC(=O)c2ccc([N+](=O)[O-])cc2)CC(C)(C)C1 (stereo not given),0.1,4,9,2,-6,4,-3,1.1,2,2
CCCn1c(NC(=O)c2ccccc2)nc(Cc2ccccc2)c1Cc1ccccc1,-2.6,-4,7,nt,-2,nt,0,nt,0,6
COC(=O)[C@@H](Cc1c[nH]c2ccccc12)NC(=O)CCC(=O)c1ccc(F)cc1,0.3,-2,-66,8,-2,6,4,1.9,-1,5
N#Cc1c(Cl)nsc1NCCN1CCOCC1,0.1,2,0,1,-4,-10,4,-0.4,4,0
O=C(C=NNc1ccccc1)c1ccccc1,0.1,0,4,15,-1,-3,-1,1.9,-4,2
Cc1cc(C(=O)N2CCCC(N3CCN(c4ccc(F)cc4)CC3)C2)no1 (stereo not given),0.1,-1,6,4,-11,2,1,0.9,1,-8
O=C(NC12CC3CC(CC(C3)C1)C2)c1ccco1,-0.7,2,0,-5,-8,2,0,4.0,4,-1
O=C(Nc1ccccc1)C1=C[C@@H](c2ccc(Br)cc2)C[C@@H](OCc2ccc(CO)cc2)O1,0.4,-3,-20,12,17,15,-5,1.7,-10,3
O=C(COc1ccc2c(-c3ccccc3)cc(=O)oc2c1)N[C@@H](Cc1c[nH]c2ccc(O)cc12)C(=O)O,1.0,2,-27,5,-5,-3,-1,0.7,-8,37*
COc1ccc(O)c(-c2[nH]ncc2C(=O)c2cccc(C)c2)c1,0.1,8,-33,-3,-5,-9,0,-1.0,0,-1
O=[N+]([O-])c1cccc(-c2ccc3nnc(SCc4ccccn4)n3n2)c1,-0.3,-7,4,3,-4,3,-3,-0.2,0,-2
COc1ccc(C(C(=O)NC2CCCCC2)N(CC2CCCO2)C(=O)C2COc3ccccc3O2)cc1OC (stereo not given),0.0,-1,-2,8,2,8,-13,-2.2,6,-5
O=C(NC(Cc1ccccc1)C(=O)O)OCC1c2ccccc2-c2ccccc21 (stereo not given),0.0,-1,-25,1,-1,8,0,-0.8,-2,30
O=C(N/N=C/c1ccc(-c2ccc(S(=O)(=O)Nc3ncccn3)cc2)o1)c1cc2ccccc2cc1O,-0.8,1,6,-30,-99,-7,0,3.7,-14,82*
OCC(O)/C=N/Nc1nc(Nc2ccccc2)nc(Nc2ccccc2)n1 (stereo not given),-0.5,-2,3,0,-5,2,7,2.0,-6,6
Cc1cc(NC(=O)c2ccc(Cl)c(S(=O)(=O)N3CCCCC3)c2)no1,-0.1,2,1,-5,-14,-5,-2,-1.1,-6,-3
O=C(Nc1ccc(Oc2ccccc2)cc1)C1CCCN(c2ncccn2)C1 (stereo not given),-0.3,-2,9,7,3,21,-4,-0.9,-9,0
O=C(/C=C/c1ccccc1)Nc1cccc(C(=O)NCc2ccccc2)c1,0.2,-2,-10,21,-14,-2,1,nt,-4,-2
CC(CCC(=O)O)C1CCC2C3CCC4CC(O)CCC4(C)C3CC(O)C12C (stereo not given),-0.3,2,-29,-7,-3,0,2,-0.7,2,28
O=C(/C=C/c1ccc(F)cc1)Nc1cccc(S(=O)(=O)Nc2cccc(C(F)(F)F)c2)c1,-0.2,3,-19,1,5,-1,-2,0.8,-11,33
O=C1CS/C(=C\[N+](=O)[O-])N1c1ccc(OC(F)(F)F)cc1,-0.5,-2,-19,0,7,-7,-1,-0.7,8,49*
CCN(CC)S(=O)(=O)c1cc(NC(=O)C2CCN(c3ncnc4sc(C)c(C)c34)CC2)ccc1Cl,1.2,-2,-6,4,1,15,0,-5.8,-2,8
Cc1ccc(Nc2ncccc2C(=O)O)cc1C,0.2,5,-6,14,3,-1,3,0.7,1,4

# Exported with two lines to a compound: part of the list above.
# Below each SMILES – proKLK7 act, GC-B act, HGIII-sPLA2 inh, ARFGAP1 inh, ADAM10 inh, ASAP1 inh, GC-A act, GAA850 FXN act, DDE Tn6 FP inh, rCAG binder
> COc1ccc(C(C(=O)NC2CCCCC2)N(CC2CCCO2)C(=O)C2COc3ccccc3O2)cc1OC (stereo not given)
→ 0.0, -1, -2, 8, 2, 8, -13, -2.2, 6, -5
> O=C(NC(Cc1ccccc1)C(=O)O)OCC1c2ccccc2-c2ccccc21 (stereo not given)
→ 0.0, -1, -25, 1, -1, 8, 0, -0.8, -2, 30

# (next part)
SMILES,proKLK7 act,GC-B act,HGIII-sPLA2 inh,ARFGAP1 inh,ADAM10 inh,ASAP1 inh,GC-A act,GAA850 FXN act,DDE Tn6 FP inh,rCAG binder
CC(C)OCC1Cn2c(nc3c2c(=O)n(C)c(=O)n3C)O1 (stereo not given),0.1,-1,0,0,4,1,2,0.8,0,0
COc1ccc(-n2ncc3c(N4CCc5ccccc54)ncnc32)cc1,0.5,3,6,5,2,2,1,7.4,3,1
Cc1ccc(-n2cc(CNCCc3ncc(C)[nH]3)c(-c3ccc(F)cc3)n2)cc1,0.1,-1,-10,1,5,5,0,-1.3,-12,-6
O=C(NCc1ccc(F)cc1F)[C@@H]1CCCN1C(=O)[C@@H]1CCCN1C(=O)c1cccc2ccccc12,-0.3,6,12,1,-12,3,-3,nt,-7,0
CCOC(=O)Cn1cc(CN2C(C(=O)OC)CN(Cc3ccccc3)CCS2(=O)=O)nn1 (stereo not given),-0.1,-2,2,nt,2,nt,1,nt,10,-1
CC(C)CCN1CCN(Cc2cccc(C(F)(F)F)c2)CC1CCO (stereo not given),0.6,0,-2,2,1,10,3,-0.6,-8,-9
Cc1cc(Cl)ccc1Oc1ccc(C(N)=O)cc1[N+](=O)[O-],0.4,-1,1,1,5,-15,2,2.2,2,-1
Cc1ccc(NC(=O)CN(C)S(=O)(=O)c2ccc3[nH]c(=O)oc3c2)c(C)c1,-0.4,-2,-14,2,-4,6,4,-0.2,0,20
O=C(CSc1nnc2n1CCCN2C(=S)Nc1ccc(Cl)cc1)c1ccccc1,0.9,10,-1,3,5,4,-2,-0.7,3,-1
Cc1noc(C)c1COC(=O)c1ccc2ccccc2n1,-0.3,-7,2,6,-5,7,0,0.7,6,-5
Cc1onc(-c2ccccc2)c1C(=O)Nc1sccc1C#N,0.2,5,-6,5,-3,11,0,-1.3,3,-6
CC(C)Cn1c(SC(C)C(=O)Nc2ccc3c(c2)OCCO3)nc2ccccc2c1=O (stereo not given),0.6,-1,6,9,5,-10,4,-5.5,0,2
CN(C(=O)c1ccc2c(c1)OCO2)C1CCS(=O)(=O)C1 (stereo not given),-0.3,6,5,7,3,6,-2,0.5,4,2
O=c1[nH]cnc2scc(-c3ccc(-c4ccccc4)cc3)c12,0.5,-3,-13,-9,6,7,3,4.2,-4,11
C[C@@H]1CN([C@H](C)CO)C(=O)c2c(c3ccccc3n2C)-c2ccccc2CO[C@H]1CN(C)S(=O)(=O)c1cn(C)cn1,1.6,4,-1,0,-19,-6,5,2.1,-6,3
CCc1ccc(C2=C/C(=C/c3cccnc3)C(=O)O2)cc1,0.5,2,-3,-10,-14,13,3,1.1,-2,2
CC(=O)Nc1ccc(NC(=O)CCCCCN2C(=O)c3ccccc3C2=O)cc1,0.0,-1,0,-1,9,0,3,0.8,3,-1
O=[N+]([O-])c1ccccc1/C=C/C=N/n1c(-c2ccc(Cl)cc2)n[nH]c1=S,0.3,-1,3,-6,8,6,-8,1.6,6,13
CC1CCc2sc(C(=O)N3CCN(c4ncccn4)CC3)cc2C1 (stereo not given),0.7,-1,0,5,-2,15,-3,0.5,-5,-4
CCCc1cc(=O)oc2c(C)c(OCC(=O)Nc3ccc(CN4CCOCC4)cc3)ccc12,-0.5,-8,-5,-2,-42,22,-4,0.8,-2,-3
Cc1ccc(Cn2c(CCC(=O)O)nc3ncccc3c2=O)cc1,-0.5,3,1,10,-9,-7,7,2.0,1,-1
OCC1(CC2CCCCO2)CCN(Cc2nc3ccccc3[nH]2)CC1 (stereo not given),-1.3,-2,0,-4,-26,-15,2,0.4,-8,0
O=C(N=C1N(CC2CC2)CC2(C=C3CCCCC3n3c(=O)n(-c4ccccc4)c(=O)n32)N1C(=O)OCc1ccccc1)c1ccccc1 (stereo not given),0.2,-12,-5,nt,7,nt,-15,nt,9,10
COCCOC(=O)C1=C(C)NC(=O)NC1c1cn(-c2ccccc2)nc1-c1cccs1 (stereo not given),0.2,-20,-2,0,-9,-18,-21,-3.7,8,3
Cc1ccc(OCc2cc(C(=O)N3CCCC(O)C3)no2)cn1 (stereo not given),0.1,-4,2,-9,-7,-7,-3,1.6,8,-4
SMILES,proKLK7 act,GC-B act,HGIII-sPLA2 inh,ARFGAP1 inh,ADAM10 inh,ASAP1 inh,GC-A act,GAA850 FXN act,DDE Tn6 FP inh,rCAG binder
COc1ccc(-c2cc(C(=O)Nc3ccc4c(c3)OCO4)no2)cc1OC,-0.2,-1,4,-6,-7,10,4,0.7,2,4
COc1ccc(Cc2nc3ccc(C(=O)NCC4COCCO4)cc3o2)cc1 (stereo not given),-2.7,-3,3,2,-8,5,-1,1.2,-4,-6
COC(=O)c1ccccc1N/C=C/C(=O)c1ccc(Br)cc1,-2.0,0,-16,-2,-20,1,-3,6.2,6,5
CCN(CC)c1ncnc2c1cnn2Cc1ccc(Cl)cc1,0.7,28,-3,-4,0,-2,20,3.1,0,-9
CCCn1c(SCC(=O)c2[nH]c(C)c(C(C)=O)c2C)n[nH]c1=O,0.4,-4,0,2,3,-1,-2,0.0,8,6
Cc1nc(NCC2CCCO2)nc2c1C(=O)CC(C)(C)C2 (stereo not given),-0.6,2,3,-8,1,-2,1,-0.6,12,-5
CCCCn1c(N)c(N(CC(C)C)C(=O)c2cccc(S(=O)(=O)N(C)c3ccc(C)cc3)c2)c(=O)[nH]c1=O,-0.5,2,2,7,-15,3,-1,2.8,4,3
CCc1ccccc1NC(=O)CCCSc1nc2ccccc2s1,-0.5,0,-10,-6,2,9,-1,1.7,5,-3
Cc1ccc(C(=O)N/N=C\c2ccc([N+](=O)[O-])o2)cn1,0.7,-9,-7,1,-4,12,-1,-1.8,7,3

# Reformatted with values under each structure: entries from further up
# Below each compound – proKLK7 act, GC-B act, HGIII-sPLA2 inh, ARFGAP1 inh, ADAM10 inh, ASAP1 inh, GC-A act, GAA850 FXN act, DDE Tn6 FP inh, rCAG binder
COc1ccc(-c2cc(C(=O)Nc3ccc4c(c3)OCO4)no2)cc1OC
→ -0.2, -1, 4, -6, -7, 10, 4, 0.7, 2, 4
COc1ccc(Cc2nc3ccc(C(=O)NCC4COCCO4)cc3o2)cc1 (stereo not given)
→ -2.7, -3, 3, 2, -8, 5, -1, 1.2, -4, -6
COC(=O)c1ccccc1N/C=C/C(=O)c1ccc(Br)cc1
→ -2.0, 0, -16, -2, -20, 1, -3, 6.2, 6, 5
CCN(CC)c1ncnc2c1cnn2Cc1ccc(Cl)cc1
→ 0.7, 28, -3, -4, 0, -2, 20, 3.1, 0, -9
